OX1R antagonist: human HCRTR1 antagonism. AID 434989. inhibition, % at 5 µM. O43613. hit rate 0.43% among 330,000. CHO/OX1R cells, Fluo-8 calcium fluorescence, orexin A;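 active = inhibition above its plate's threshold, mean inhibition of all tested compounds on the plate plus 3 SD, cut at about 37% in these data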;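 also: 0% = orexin A challenge wells and 100% = SB-334867-A antagonist wells; not every result past the cut was called active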
Target sequence (O43613 whole entry, looked up): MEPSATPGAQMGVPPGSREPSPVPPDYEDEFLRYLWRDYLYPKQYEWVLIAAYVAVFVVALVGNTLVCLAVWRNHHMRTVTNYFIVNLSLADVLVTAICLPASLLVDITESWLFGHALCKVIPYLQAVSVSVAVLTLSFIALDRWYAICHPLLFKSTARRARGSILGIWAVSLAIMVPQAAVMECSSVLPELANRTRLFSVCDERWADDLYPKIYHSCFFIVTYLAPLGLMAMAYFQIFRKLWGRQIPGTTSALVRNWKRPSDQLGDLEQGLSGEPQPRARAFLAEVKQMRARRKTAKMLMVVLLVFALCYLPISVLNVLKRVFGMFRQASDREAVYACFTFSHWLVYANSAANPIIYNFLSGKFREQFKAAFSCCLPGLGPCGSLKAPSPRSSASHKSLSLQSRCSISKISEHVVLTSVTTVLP
CHT PAM: human CHT allosteric activation; Q9GZV3; CHT-expressing cells, membrane potential dye, choline EC20; hits give high values; LV-AA mutant CHT in HEK293 cells; B-score at 10 µM; hit rate 0.49% among 310,000; AID 488977;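 active = initial fluorescence not abnormally high and integrated response B-score, plate-corrected, over 3 SD above library mean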
Target sequence (Q9GZV3 whole entry, looked up): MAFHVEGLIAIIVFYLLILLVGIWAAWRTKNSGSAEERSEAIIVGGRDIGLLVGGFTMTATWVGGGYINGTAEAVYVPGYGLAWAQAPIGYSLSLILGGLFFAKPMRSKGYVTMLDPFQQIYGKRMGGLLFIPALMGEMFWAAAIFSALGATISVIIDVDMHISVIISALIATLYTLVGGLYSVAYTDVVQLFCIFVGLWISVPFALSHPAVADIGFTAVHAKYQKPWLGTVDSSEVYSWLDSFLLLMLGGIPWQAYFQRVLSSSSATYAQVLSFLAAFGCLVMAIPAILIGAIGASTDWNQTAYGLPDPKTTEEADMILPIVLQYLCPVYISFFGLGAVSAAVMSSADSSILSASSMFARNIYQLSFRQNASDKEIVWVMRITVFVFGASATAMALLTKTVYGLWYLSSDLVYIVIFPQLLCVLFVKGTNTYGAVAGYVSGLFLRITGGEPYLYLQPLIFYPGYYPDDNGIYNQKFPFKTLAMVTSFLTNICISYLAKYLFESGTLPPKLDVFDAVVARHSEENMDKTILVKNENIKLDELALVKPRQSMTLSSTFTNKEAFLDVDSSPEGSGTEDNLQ
Active calls of the source: *.

How did COCCCn1c(=O)c2ccccc2n(Cc2ccccc2)c1=O do in these assays?
OX1R antagonist: -17.9; CHT PAM: inactive

How did O=C(CCS(=O)(=O)c1ccc(Br)s1)Nc1ccccc1Br do in these assays?
OX1R antagonist: -24.3; CHT PAM: inactive

Results for C=CCOc1ccc(/C=C/C(=O)OCc2csc(CC(=O)Nc3ccccc3C)n2)cc1 ?
OX1R antagonist: -8.6

How did CC(C)NC(=O)NC(=O)COc1cccc2c1OC(C)(C)C2 do in these assays?
OX1R antagonist: -24.7; CHT PAM: inactive

Results for COc1ccccc1CNC(=O)CN(c1ccc(C)cc1)S(=O)(=O)c1c(C)n[nH]c1C ?
OX1R antagonist: -13.8; CHT PAM: inactive

What do the screens show for `N#Cc1c2n(c3c(=O)n(Cc4ccccc4Cl)cnc13)CCCC2`?
OX1R antagonist: -13.0; CHT PAM: inactive

What do the screens show for `N#CCCN(C(=O)COC(=O)CCNS(=O)(=O)c1ccccc1)c1ccccc1`?
OX1R antagonist: -7.9

What do the screens show for `Cc1cc(C(=O)CCC(=O)Nc2ccc(S(N)(=O)=O)cc2)c(C)s1`?
OX1R antagonist: -6.2

What do the screens show for `O=C(COC(=O)COc1ccccc1)Nc1cccnc1Cl`?
OX1R antagonist: 8.9

What do the screens show for `CCCOc1ccc(NC(=O)C2CC(=O)N/C(=N/N=C(\C)CCc3ccc4c(c3)OCO4)S2)cc1` (stereo not given)?
OX1R antagonist: -10.7; CHT PAM: inactive

How did Cc1cc(C)c(/C([O-])=C(/C(=S)Nc2ccc(SC(F)F)cc2)[n+]2ccccc2)cc1C do in these assays?
OX1R antagonist: -17.1; CHT PAM: inactive

What do the screens show for `CC(C)CC(NC(=O)C(NC(=O)OC(C)(C)C)C(C)C)C(=O)N1CCCC1C(N)=O` (stereo not given)?
OX1R antagonist: -17.5; CHT PAM: inactive

How did CC(C)NOC(=O)c1ccc(Cl)cc1 do in these assays?
OX1R antagonist: -15.2; CHT PAM: inactive

Results for CN1CCN(CCCNC(=O)c2nnc(Cc3c(F)cccc3Cl)o2)CC1 ?
OX1R antagonist: -16.8; CHT PAM: inactive

What do the screens show for `Clc1ccc(Nc2ccccc2)nn1`?
OX1R antagonist: -4.5; CHT PAM: inactive

What do the screens show for `Cc1ccc(C)c(NC(=S)N2CCC(N(C)CC3CCCO3)CC2)c1` (stereo not given)?
OX1R antagonist: -6.2; CHT PAM: inactive

Results for OCCC1CN(Cc2cccs2)CCN1Cc1ccccc1 (stereo not given) ?
OX1R antagonist: 2.6; CHT PAM: inactive

What do the screens show for `Cc1cc(C)n2nc(CC(=O)NCc3ccc(F)cc3)nc2n1`?
OX1R antagonist: -0.1; CHT PAM: inactive

Results for CCOC(=O)/C=C/c1nc(C(=O)OCC)c(C)c(=O)[nH]1 ?
OX1R antagonist: 0.7; CHT PAM: inactive

Results for CC(C)C(c1nnnn1C1CCCC1)N1CCC(C(N)=O)CC1 (stereo not given) ?
OX1R antagonist: -5.3; CHT PAM: inactive

Gathered by group, the entries above with a cyano group.
What do the screens show for `N#Cc1c2n(c3c(=O)n(Cc4ccccc4Cl)cnc13)CCCC2`?
OX1R antagonist: -13.0; CHT PAM: inactive

What do the screens show for `N#CCCN(C(=O)COC(=O)CCNS(=O)(=O)c1ccccc1)c1ccccc1`?
OX1R antagonist: -7.9

The list continues.
Results for CCCc1ccc2oc(C(=O)N(Cc3ccncc3)CC3CCCO3)c(C)c2c1 (stereo not given) ?
OX1R antagonist: -34.9; CHT PAM: inactive

Results for C[C@]12c3[nH]c4ccc(Cl)cc4c3CCN1C(=O)[C@@H](CC(=O)NCCCn1ccnc1)C[C@@H]2C(=O)N1CCCCC1 ?
OX1R antagonist: -17.1

What do the screens show for `COc1ccc2ccccc2c1/C=N/NC(=S)Nc1cc(S(=O)(=O)N2CCOCC2)ccc1N1CCOCC1`?
OX1R antagonist: -4.2; CHT PAM: inactive

How did Cc1ccc(S(=O)(=O)N2CCN(C(=O)c3ccccc3)C2C(C)C)cc1 (stereo not given) do in these assays?
OX1R antagonist: -26.5; CHT PAM: inactive

How did Cc1ccc(CCNC(=O)c2coc3nc4ccccc4nc23)cc1 do in these assays?
OX1R antagonist: -18.6; CHT PAM: inactive

What do the screens show for `CCOC(=O)C1CCCN(C(=O)COC(=O)c2cccs2)C1` (stereo not given)?
OX1R antagonist: -13.9

How did Cc1c(Br)cc(C(=O)O)c(C)c1C do in these assays?
OX1R antagonist: -12.7; CHT PAM: inactive

What do the screens show for `CC(C)(C)NC(=O)c1cc(NC(=O)c2cccs2)cc(NC(=O)c2cccs2)c1`?
OX1R antagonist: -8.2; CHT PAM: inactive

How did CC1=NN2C(=N)/C(=C\c3cc(C)n(-c4cccc(C)c4)c3C)C(=O)N=C2S1 do in these assays?
OX1R antagonist: -29.0; CHT PAM: inactive

How did Cc1ccc(-c2nnc(COc3cccc(-n4cnnn4)c3)o2)cc1 do in these assays?
OX1R antagonist: -16.4; CHT PAM: inactive

How did CCOc1ccc(-c2nnc3ccc(SC)nn23)cc1 do in these assays?
OX1R antagonist: -14.8; CHT PAM: inactive

Results for c1ccc(NC2=NCCN2CCCC2CCCC2)cc1 ?
OX1R antagonist: -5.6; CHT PAM: inactive

Results for O=C1C(C2=C(O)c3ccccc3C2=O)=Nc2ccccc21 ?
OX1R antagonist: -20.6; CHT PAM: inactive

How did COc1cccc(NC(=O)c2ccc(NC(=O)C(C)C)cc2)c1 do in these assays?
OX1R antagonist: -5.6; CHT PAM: inactive

What do the screens show for `O=C(N1CCCC1)C12CC3CC(CC(C3)C1)C2`?
OX1R antagonist: -18.3; CHT PAM: inactive

How did COc1ccc(CCNC(=O)c2cc(-c3ccccc3O)n[nH]2)cc1OC do in these assays?
OX1R antagonist: -25.5; CHT PAM: inactive

What do the screens show for `COc1ccccc1N1CCN(C(CNC(=O)C2CCCCC2)c2cccnc2)CC1` (stereo not given)?
OX1R antagonist: -20.2; CHT PAM: inactive

Results for Cc1ccccc1N1CCN(CCCCN2C(=O)C3CCCN3C2=O)CC1 (stereo not given) ?
OX1R antagonist: -16.0; CHT PAM: inactive

What do the screens show for `COc1ccc2c(c1)CC(C1(O)C(=O)N(C)c3ccccc31)C2=O` (stereo not given)?
OX1R antagonist: -18.5; CHT PAM: inactive

What do the screens show for `COCCn1nnnc1C(c1cc2cc(C)ccc2[nH]c1=O)N1CCc2ccccc21` (stereo not given)?
OX1R antagonist: -33.8; CHT PAM: inactive

How did CCOC(=O)N1CCN(C(c2cccc(OC)c2)c2sc3nc(C)nn3c2O)CC1 (stereo not given) do in these assays?
OX1R antagonist: -12.2; CHT PAM: inactive

How did CC(=O)CC(=O)Nc1nc(C)cc(C)n1 do in these assays?
OX1R antagonist: -22.7; CHT PAM: inactive

Results for O=c1oc2ccc(Cl)cc2cc1-c1ccccc1 ?
OX1R antagonist: 6.1; CHT PAM: inactive

How did COc1ccc(S(=O)(=O)N2CCN(C(=O)c3ccc(NC(C)=O)cc3)CC2)cc1 do in these assays?
OX1R antagonist: -9.5

Results for Cn1c(CC(=O)Nc2ccc(F)cc2)nnc1SCC(=O)Nc1nncs1 ?
OX1R antagonist: -6.5; CHT PAM: inactive

Results for O=C(NNC(=S)Nc1ccc(Br)cc1Cl)c1ccco1 ?
OX1R antagonist: -11.9; CHT PAM: inactive

Results for O=C(CCCSc1nc2ccccc2[nH]1)Nc1nnc(C2CC2)s1 ?
OX1R antagonist: -23.8; CHT PAM: inactive

How did CCCCc1ccc(C2C3=C(CC(C)(C)CC3=O)NC3=C2C(=O)c2ccccc23)cc1 (stereo not given) do in these assays?
OX1R antagonist: 2.1; CHT PAM: inactive

What do the screens show for `Cc1cc(=O)oc2cc(OCC(=O)N3CCCC3)c(Cl)cc12`?
OX1R antagonist: -20.4

Results for COc1ccc(NC(=O)NNC(=O)c2cc(C3CC3)nc3ccccc23)c(OC)c1 ?
OX1R antagonist: -10.7; CHT PAM: inactive

How did CC(NC(=O)Cn1c(NCCO)nc2ccccc21)C1CC2CCC1C2 (stereo not given) do in these assays?
OX1R antagonist: -12.4; CHT PAM: inactive

How did CCc1cccc(NC(=O)c2cccc3c2C(=O)N(CC2CCCO2)C3)c1 (stereo not given) do in these assays?
OX1R antagonist: -48.4; CHT PAM: inactive

What do the screens show for `COc1cc(OC)c2c(-c3cccc(/C=C/c4ccc(F)cc4)c3)cc(=O)oc2c1`?
OX1R antagonist: -20.0

What do the screens show for `CC(C)c1nnc(NC(=O)c2sc3ccccc3c2Cl)s1`?
OX1R antagonist: -7.0; CHT PAM: inactive

Results for CC(C)(C)c1ccc(NC(=O)COc2ccc(-n3ccnc3)cc2)cc1 ?
OX1R antagonist: 62.0*; CHT PAM: inactive

What do the screens show for `Cn1c(=O)c2c(nc(N3CCN(c4ccccn4)CC3)n2Cc2ccc(Cl)cc2Cl)n(C)c1=O`?
OX1R antagonist: -11.4; CHT PAM: inactive

What do the screens show for `O=C(CSc1nnc(-c2ccccc2Cl)o1)N1CCCC1`?
OX1R antagonist: -18.4; CHT PAM: inactive

Results for Cc1cc(NS(=O)(=O)c2ccc(NC(=O)CCCOc3ccccc3)cc2)no1 ?
OX1R antagonist: -0.7; CHT PAM: inactive

What do the screens show for `O=C(Nc1ccc2nn(-c3ccccc3)nc2c1)c1ccc2c(c1)OCO2`?
OX1R antagonist: 0.7; CHT PAM: inactive

How did O=C(O)CN1c2cccc3cccc(c23)S1(=O)=O do in these assays?
OX1R antagonist: -6.8; CHT PAM: inactive

How did CCOc1ccc(NC(=O)CN(C)C(=O)c2cc(-c3ccncc3)nc3ccccc23)cc1OCC do in these assays?
OX1R antagonist: -16.4; CHT PAM: inactive

What do the screens show for `O=C1C2C3C=CC(C4CC34)C2C(=O)N1/N=C/c1ccc(-c2cccc([N+](=O)[O-])c2)o1` (stereo not given)?
OX1R antagonist: 1.8; CHT PAM: inactive

What do the screens show for `Cc1cccc(NC(=O)C(Cc2ccccc2)c2nn[nH]n2)c1C` (stereo not given)?
OX1R antagonist: -12.4; CHT PAM: inactive

How did Cc1ccc(CN2CCC(N3CCC(C(=O)NCC4CCCO4)CC3)CC2)o1 (stereo not given) do in these assays?
OX1R antagonist: -4.9; CHT PAM: inactive

What do the screens show for `CC1(C(=O)c2ccccc2)C2c3c(ccc4ccccc34)OC(=O)C21C(=O)N1CCOCC1` (stereo not given)?
OX1R antagonist: -17.0; CHT PAM: 7.32*

What do the screens show for `O=C1OC2(CCCCC2)OC(=O)C1=CNc1ccc2c(c1)OCO2`?
OX1R antagonist: -26.8; CHT PAM: inactive

Results for O=C(Nc1ccccc1)NC1(C(=O)NCc2ccc3c(c2)OCO3)CCCCC1 ?
OX1R antagonist: -14.8; CHT PAM: inactive

What do the screens show for `CC(=O)Nc1ccc(C(=O)CN2C(=O)NC3(CCCc4ccccc43)C2=O)c(F)c1` (stereo not given)?
OX1R antagonist: 8.4

Results for COc1ccc(CN2CCN(S(=O)(=O)c3ccc(C)cc3)CC2)cc1Br ?
OX1R antagonist: -37.3; CHT PAM: inactive

Results for Cc1ccccc1C(=O)Oc1ccccc1N1C(=O)C2CC=CCC2C1=O (stereo not given) ?
OX1R antagonist: -21.6; CHT PAM: inactive

Results for CCN(CC)S(=O)(=O)c1ccc2oc(C(=O)NC3CC3)c(C)c2c1 ?
OX1R antagonist: -14.7; CHT PAM: inactive

Results for COc1ccc(CC(=O)N(Cc2ccccc2)C(C)C)cc1 ?
OX1R antagonist: -21.8; CHT PAM: inactive

What do the screens show for `O=C(C[C@H]1C/C=C\C[C@H](NC(=O)OCC2c3ccccc3-c3ccccc32)C(=O)O[C@H](c2ccccc2)CNC1=O)N[C@H](CO)Cc1ccccc1`?
OX1R antagonist: -5.3

Results for CC1CCCC(C)N1C(=O)COC(=O)c1nn(C)c(=O)c2ccccc12 (stereo not given) ?
OX1R antagonist: -16.7; CHT PAM: inactive

How did O=C1C(Cc2ccccc2)SC(=Nc2ccccc2)N1c1ccccc1 (stereo not given) do in these assays?
OX1R antagonist: -13.7; CHT PAM: inactive

Results for CCOc1ccccc1N/C(=C(/C(Cl)=C(Cl)Cl)[N+](=O)[O-])n1cncn1 ?
OX1R antagonist: -10.3; CHT PAM: inactive

How did CCOC(=O)N1CCC(N2CCCC(C(=O)c3cc(F)ccc3OC)C2)CC1 (stereo not given) do in these assays?
OX1R antagonist: -27.6; CHT PAM: inactive

What do the screens show for `O=C(COC(=O)c1cc(S(=O)(=O)N2CCOCC2)ccc1F)NCc1ccc2c(c1)OCO2`?
OX1R antagonist: -7.8

What do the screens show for `Cc1nnc(NCCc2ccccc2)n(N)c1=O`?
OX1R antagonist: -9.5; CHT PAM: inactive

What do the screens show for `O=C1CCCCC1C(Nc1ccc(Cl)cc1)c1ccccc1` (stereo not given)?
OX1R antagonist: -7.4; CHT PAM: inactive

Retrieved by compound from above, five records:
What do the screens show for `O=C1OC2(CCCCC2)OC(=O)C1=CNc1ccc2c(c1)OCO2`?
OX1R antagonist: -26.8; CHT PAM: inactive

What do the screens show for `O=C(COC(=O)c1cc(S(=O)(=O)N2CCOCC2)ccc1F)NCc1ccc2c(c1)OCO2`?
OX1R antagonist: -7.8

Results for CCOc1ccccc1N/C(=C(/C(Cl)=C(Cl)Cl)[N+](=O)[O-])n1cncn1 ?
OX1R antagonist: -10.3; CHT PAM: inactive

How did CCOC(=O)N1CCC(N2CCCC(C(=O)c3cc(F)ccc3OC)C2)CC1 (stereo not given) do in these assays?
OX1R antagonist: -27.6; CHT PAM: inactive

How did Cc1ccc(CN2CCC(N3CCC(C(=O)NCC4CCCO4)CC3)CC2)o1 (stereo not given) do in these assays?
OX1R antagonist: -4.9; CHT PAM: inactive

Later entries:
What do the screens show for `CC(=O)Oc1ccc(/C=C2/Oc3ccccc3C2=O)cc1`?
OX1R antagonist: 35.4; CHT PAM: inactive

What do the screens show for `O=S1(=O)CC(N2CCCCC2)C(N2CCCCC2)C1` (stereo not given)?
OX1R antagonist: -16.9; CHT PAM: inactive

How did CC[C@@H](CC1CCCCC1)C(=O)N(Cc1ccccc1)c1ccccc1 do in these assays?
OX1R antagonist: 5.0

What do the screens show for `Cc1ccc2oc(-c3ccccc3)c(C(=O)O)c(=O)c2c1`?
OX1R antagonist: -20.2; CHT PAM: inactive

How did NS(=O)(=O)c1ccc(N/N=C/c2ccccc2Br)cc1 do in these assays?
OX1R antagonist: -7.2; CHT PAM: inactive
